# Compound activity from PubChem BioAssay.
# Polio RdRp inh: poliovirus RdRp elongation inhibitors, primary screen, biochemical, fluorescence polarization, total intensity | poliovirus polymerase elongation; hits give low values | 0.66% of 150,000 active | AID 588519, 2011 | % elongation, % (compound at 16.7 µg/mL) | Genome polyprotein (Poliovirus type 1 (strain Mahoney)), P03300; in the data active = % elongation below about 90%; note: some results filed as inactive read as strong as hits
# Target sequence (P03300 1749-2209 limits assumed): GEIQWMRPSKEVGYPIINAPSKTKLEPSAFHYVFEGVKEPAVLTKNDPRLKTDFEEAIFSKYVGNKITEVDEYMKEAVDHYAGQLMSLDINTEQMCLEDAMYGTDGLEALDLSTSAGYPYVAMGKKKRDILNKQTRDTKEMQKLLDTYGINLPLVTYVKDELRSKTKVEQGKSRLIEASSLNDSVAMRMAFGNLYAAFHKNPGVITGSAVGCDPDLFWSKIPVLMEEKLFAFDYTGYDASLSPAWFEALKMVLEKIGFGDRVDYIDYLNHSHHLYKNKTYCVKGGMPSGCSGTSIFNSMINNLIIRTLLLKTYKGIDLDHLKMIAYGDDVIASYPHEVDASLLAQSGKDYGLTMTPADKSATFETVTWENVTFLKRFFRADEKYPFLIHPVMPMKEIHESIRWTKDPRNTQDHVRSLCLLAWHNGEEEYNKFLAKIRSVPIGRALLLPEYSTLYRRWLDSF
# Polio RdRp inh FP z-score: recorded beside Polio RdRp inh, whose call it bears; z-score; measured here: FP z-score; hits read low
# An asterisk follows results filed as active; & = joins results of further samples.
no.	Compound	Polio RdRp inh FP z-score	Polio RdRp inh
1	Cn1c(SCc2ccc(F)cc2)nc2c([nH]c3ccccc32)c1=O	-1.6	100
2	O=C1CC(NC2CCN(C(=O)c3cccc(F)c3)CC2)C(=O)N1 (stereo not given)	0.5	104
3	Cc1cc(C)c2nc(NC(=O)c3ccc(S(=O)(=O)N4CCC(C)CC4)cc3)sc2c1	1.2	113
4	Oc1cccc2c1Cc1ccccc1-2	0.8	102
5	COC(=O)Cn1c2c(c3cc(C)ccc31)CCCC2	-0.6	98
6	Cc1cccc(OCC(=O)Nc2ccccc2OCc2cc(=O)n3cc(C)ccc3n2)c1	1.7	113
7	C=CCN(c1ccc(C(=O)N2CCC(C(=O)OCC)CC2)cc1)S(C)(=O)=O	1.1	104
8	CCCCNC(=O)c1ccc(-c2nc(CS(=O)(=O)c3ccc(C)cc3)c(C)o2)cc1	0	107
9	CCOc1ccc(OCCOc2ccc(CNCC(=O)N(C)C)cc2OCC)cc1	-0.6	97
10	O=C1C2ON(c3ccccc3)C(c3ccco3)C2C(=O)N1c1ccccc1 (stereo not given)	0.3	103
11	C/C(C/C(C)=C1/SC(=S)NC1=O)=C1\SC(=S)NC1=O	0.3	102
12	CC(C)CC(=O)NC1(C(F)(F)F)C(=O)Nc2c1c(=O)[nH]c(=O)n2-c1ccccc1 (stereo not given)	-0.3	101

# Reprinted from the part before: 2 entries, followed by the next part.
no.	Compound	Polio RdRp inh FP z-score	Polio RdRp inh
11	C/C(C/C(C)=C1/SC(=S)NC1=O)=C1\SC(=S)NC1=O	0.3	102
12	CC(C)CC(=O)NC1(C(F)(F)F)C(=O)Nc2c1c(=O)[nH]c(=O)n2-c1ccccc1 (stereo not given)	-0.3	101
13	Fc1ccc(-c2nnc(CSCc3cccc4ccccc34)o2)cc1	-0.9	99
14	Cc1ccc(-c2cc(C(=O)Nc3c(C(=O)c4ccc(C)c(F)c4)oc4ccccc34)no2)cc1	-0.1	106
15	CCCCC/C=C\C/C=C\C/C=C\C/C=C\CCCCCC(=O)O	0.5&0.1	102&100
16	COc1cc(C(=O)Nc2cccc(OCc3cc(=O)n4cc(C)sc4n3)c2)cc(OC)c1OC	-0.4	106
17	Cc1cc(C(=O)O)on1	-0.1	102
18	N#Cc1c(NC(=O)c2cccnc2)sc2c1CCCC2	-0.1&0	102&102
19	CN(C(=O)CSc1ccc(Cl)cc1)c1ccccc1C(=O)NC1CCCCC1	-0.1	104
20	CN(C(=O)Oc1ccc(C(C)(C)C)cc1)c1ccccc1	-0.2	100
21	O=C(O)CCCC(=O)N1CCN(c2ncccn2)CC1	-0.4	102
22	COc1ccc(S(=O)(=O)Nc2cc(-c3cn4ccccc4n3)ccc2C)cc1	0.2	108
23	CN1CCCC(OC(=O)c2ccco2)C1 (stereo not given)	-0.1	103
24	COc1cc2c(cc1OC)C(C)N(C(=O)c1ccc(F)cc1)CC2 (stereo not given)	-1.3	97

# Arranged by molar mass (descending): part of the list above
no.	Compound	Polio RdRp inh FP z-score	Polio RdRp inh
16	COc1cc(C(=O)Nc2cccc(OCc3cc(=O)n4cc(C)sc4n3)c2)cc(OC)c1OC	-0.4	106
14	Cc1ccc(-c2cc(C(=O)Nc3c(C(=O)c4ccc(C)c(F)c4)oc4ccccc34)no2)cc1	-0.1	106
3	Cc1cc(C)c2nc(NC(=O)c3ccc(S(=O)(=O)N4CCC(C)CC4)cc3)sc2c1	1.2	113
6	Cc1cccc(OCC(=O)Nc2ccccc2OCc2cc(=O)n3cc(C)ccc3n2)c1	1.7	113
8	CCCCNC(=O)c1ccc(-c2nc(CS(=O)(=O)c3ccc(C)cc3)c(C)o2)cc1	0	107
19	CN(C(=O)CSc1ccc(Cl)cc1)c1ccccc1C(=O)NC1CCCCC1	-0.1	104
12	CC(C)CC(=O)NC1(C(F)(F)F)C(=O)Nc2c1c(=O)[nH]c(=O)n2-c1ccccc1 (stereo not given)	-0.3	101
7	C=CCN(c1ccc(C(=O)N2CCC(C(=O)OCC)CC2)cc1)S(C)(=O)=O	1.1	104
22	COc1ccc(S(=O)(=O)Nc2cc(-c3cn4ccccc4n3)ccc2C)cc1	0.2	108
10	O=C1C2ON(c3ccccc3)C(c3ccco3)C2C(=O)N1c1ccccc1 (stereo not given)	0.3	103
13	Fc1ccc(-c2nnc(CSCc3cccc4ccccc34)o2)cc1	-0.9	99
1	Cn1c(SCc2ccc(F)cc2)nc2c([nH]c3ccccc32)c1=O	-1.6	100
15	CCCCC/C=C\C/C=C\C/C=C\C/C=C\CCCCCC(=O)O	0.5&0.1	102&100
11	C/C(C/C(C)=C1/SC(=S)NC1=O)=C1\SC(=S)NC1=O	0.3	102
24	COc1cc2c(cc1OC)C(C)N(C(=O)c1ccc(F)cc1)CC2 (stereo not given)	-1.3	97
2	O=C1CC(NC2CCN(C(=O)c3cccc(F)c3)CC2)C(=O)N1 (stereo not given)	0.5	104
18	N#Cc1c(NC(=O)c2cccnc2)sc2c1CCCC2	-0.1&0	102&102
21	O=C(O)CCCC(=O)N1CCN(c2ncccn2)CC1	-0.4	102
5	COC(=O)Cn1c2c(c3cc(C)ccc31)CCCC2	-0.6	98
23	CN1CCCC(OC(=O)c2ccco2)C1 (stereo not given)	-0.1	103
4	Oc1cccc2c1Cc1ccccc1-2	0.8	102
17	Cc1cc(C(=O)O)on1	-0.1	102

# (list continues)
no.	Compound	Polio RdRp inh FP z-score	Polio RdRp inh
25	COc1ccc(C(=O)Nc2cccc(C(=O)OCc3cc(=O)n4c5c(sc4n3)CCCC5)c2)cc1	-0.5	104
26	CC(C)c1ccc(OCC(=O)N2CCN(CCc3ccccn3)CC2)cc1	0.1	108
27	CCCc1cc(N2CCN(c3cc(Cl)ccc3C)CC2)n2cnnc2n1	0.3	108
28	CCCn1c(=N)c(C(=O)NCC2CCCO2)cc2c(=O)n3cc(C)ccc3nc21 (stereo not given)	-0.2	110
29	O=C(Nc1cccc(F)c1)C1CCCN(c2cnccn2)C1 (stereo not given)	-1.2	100
30	COc1ccc(OC2C(=O)N(Cc3ccc(F)cc3)C2c2ccc(OC)c(OC)c2)cc1 (stereo not given)	-0.2	100
31	O=S(=O)(Nc1ccc2c(c1)oc1ccccc12)N1CCCC1	-0.8	99
32	O=C(CCC(=O)c1ccc(Cl)cc1)Nc1c(F)cccc1F	0.2	102
33	Cc1cc(C(=O)CCC(=O)O)cc(C)c1O	-0.7	99
34	CCc1ccc(CNC(=O)C2CCCN2c2nnc(N3CCCC3=O)s2)cc1 (stereo not given)	-1.2	99
35	O=C(Nc1ccccc1C(=O)OCc1csc(Nc2ccccc2)n1)c1ccco1	1.8	119
36	Cc1c2cnn(-c3ccccc3)c(=O)c2c(C)n1CC(=O)NCc1ccc(Cl)cc1	0.5	109

# (continued)
no.	Compound	Polio RdRp inh FP z-score	Polio RdRp inh
37	CCOC(=O)c1[nH]cnc1C(=O)NC1CCCCC1	0.2	102
38	Cn1c(=O)c2c(nc(NNC(=O)C(F)(F)F)n2C)n(C)c1=O	-0.4	101
39	c1cc(Oc2ncnc3sc4c(c23)CCCC4)cc(-n2cnnn2)c1	0.4	106
40	COc1ccc(Cl)cc1NC(=O)c1nn(C)c2c1CS(=O)(=O)c1ccccc1-2	-0.2	105
41	CC(=O)N1CCC(=NNc2ccnc3cc(Cl)ccc23)CC1	0.1	103
42	O=C(Cc1csc(NC(=O)Cc2ccccc2)n1)NO	0	102
43	CN(C)C=Nc1nonc1-c1ccccc1	-0.4	101
44	O=C(Nc1ccc2c(c1)OCCCO2)C1CCCN(C(=O)c2ccc(Cl)cc2)C1 (stereo not given)	0.1	105
45	CCOc1ccc(C(=O)Nc2cccc(OCc3cc(=O)n4cc(C)sc4n3)c2)cc1	0.4	109
46	NCCC(=O)N1c2ccccc2Sc2ccccc21	-0.4	100
47	O=C(CSc1nc2ccccc2o1)N1CCc2c([nH]c3ccccc23)C1C(F)(F)F (stereo not given)	0.3	103
48	CN1CCN(CC(=O)N(c2ccccc2)c2ccc(O)cc2)CC1	-0.9	100

# (list continues)
no.	Compound	Polio RdRp inh FP z-score	Polio RdRp inh
49	CCC1CCCCN1C(=O)CC(=O)N1CCCCC1CC (stereo not given)	0.2	102
50	Cc1nc(Cc2nnc(SCc3cn4cccc(C)c4n3)o2)cs1	-0.1	100
51	CC12CC3CC(C)(C1)CC(NCc1cccnc1)(C3)C2	1	104
52	CC(C)C1Cc2c(sc3[nH]c(=S)n(Cc4ccccc4)c(=O)c23)CO1 (stereo not given)	-0.2	101
53	Cn1c(=O)c2nc3ccc(NC(=O)C(F)(F)F)cc3nc2n(C)c1=O	-3.5	88
54	Cc1[nH]nc2c1C1(C(=O)N2)C(C#N)=C(N)Oc2ccc(Br)cc21 (stereo not given)	0.1	100
55	O=C(CCn1cccn1)Nc1cccc(C(F)(F)F)c1	0.3	107
56	COc1ccc(N2C(=O)CSC23C(=O)N(Cc2ccccc2F)c2ccccc23)cc1Cl (stereo not given)	-0.4	104
57	CC1CCN(S(=O)(=O)c2ccc(C(=O)NCCSCc3ccco3)cc2)CC1	0.2	104
58	Nc1nc(CSCCO)nc(Nc2ccccc2)n1	0.1	101
59	COc1ccc2c(c1)s/c(=N\NC(=S)NC(=O)CN1C(=O)CCC1=O)n2C	0.6	104
60	CC(OC(=O)C1CCCCC1)C(=O)Nc1ccc(Cl)cn1 (stereo not given)	-0.3	108

# (continued)
no.	Compound	Polio RdRp inh FP z-score	Polio RdRp inh
61	Nc1ccccc1OC1CCCC1	-1.1	98
62	COc1ccc(-n2nc3c(N4CCCC(C(=O)NCCc5ccccc5C)C4)nnc(C)c3c2C)cc1 (stereo not given)	7.8	150
63	CC(C)Oc1ccc(CNC(=O)c2ccccc2NC(=O)c2nsc3ccccc23)cc1	-0.1	107
64	O=C1CN(C2CCS(=O)(=O)C2)C(=S)N1c1ccccc1 (stereo not given)	-0.5	97
65	COc1ccc(CCN(C)C(=O)Cn2nnc(-c3ccccc3Br)n2)cc1OC	0	104
66	COc1ccccc1N1C(=O)C2C(c3ccc(F)cc3)NC(Cc3ccccc3)(C(=O)O)C2C1=O (stereo not given)	0.3	102
67	CCC1CN(C(=O)NCc2ccc(C)cc2)c2cc(C)ccc2O1 (stereo not given)	0.9	112
68	COC(=O)c1ccc(OC)c(Cn2c(=O)n(Cc3ccccc3)c(=O)c3c2c2cc(OC)ccc2n3C)c1	-0.4	104
69	Cn1c(=O)oc2cc(S(=O)(=O)CCC(=O)NCCc3ccc(Cl)cc3)ccc21	0.5	111

# This is a subset; the hit share may differ from the screen's.
